# Assay outcomes deposited in PubChem BioAssay by National Center for Advancing Translational Sciences (NCATS).
# GCN5L2 inh = GCN5L2 (KAT2A) acetyltransferase inhibition. GCN5L2 HAT assay, ThioGlo1 CoA-SH fluorescence. Potency, µM (doses to about 58.9 µM), for the others: at the top dose activity change, negative = inhibition, actives largely listed as inhibitors. 390,000 tested, 0.21% active. AID 504327
#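 Free CoA generated was detected with ThioGlo1 (50uM) fluorescence at Ex340nm/Em540nm, read immediately and after 20 min at room temperature. Enzyme, 20 nM in HEPES pH 7.5 buffer, saw compounds 15 min before adding 75uM H3(1-25) peptide and 70uM acetyl-CoA.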
# FEN1 inhibitor = blocks human flap endonuclease 1; P39748; Recombinant FEN1 flap cleavage, fluorescence, 15 min; Potency, µM (doses to about 114 µM), without a hit: at the highest dose activity change, negative = inhibition, usual class: inhibitors; 390,000 tested, 0.35% active; also: nearly all actives have a fitted effect of over 65% in size
# Target sequence (P39748 whole entry, looked up): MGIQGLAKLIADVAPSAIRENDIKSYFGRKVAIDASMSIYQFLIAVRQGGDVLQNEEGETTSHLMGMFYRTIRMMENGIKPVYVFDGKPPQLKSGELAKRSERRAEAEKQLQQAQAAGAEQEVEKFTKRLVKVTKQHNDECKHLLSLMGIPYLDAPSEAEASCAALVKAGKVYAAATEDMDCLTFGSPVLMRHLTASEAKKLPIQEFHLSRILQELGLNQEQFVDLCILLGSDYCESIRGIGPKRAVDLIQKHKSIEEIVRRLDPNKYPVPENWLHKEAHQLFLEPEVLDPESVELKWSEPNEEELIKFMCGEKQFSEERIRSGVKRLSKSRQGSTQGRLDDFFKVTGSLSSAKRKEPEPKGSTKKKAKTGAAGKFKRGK
#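 Read-out was taken twice, immediately and after 15 min, following addition of 50 nM substrate to 10 nM FEN1 that had sat with test compound for 15 min at room temperature. Curves came from a four-parameter Hill model.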
# DT40 TDP1 CPT = DT40-hTDP1 cell growth loss with CPT; chicken DT40 Tdp1-/-;hTDP1 cells + 20 nM CPT, ATP luminescence, 48 h; Potency, µM (highest dose often 46.2 µM), without a hit: at the highest dose activity change, negative = growth inhibition, usual class: inhibitors; 420,000 tested, 12% active; also: nearly all actives have a fitted effect of over 55% in size
#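 Chicken DT40 Tdp1-/- cells complemented with human TDP1, 400 cells/well, exposed to compounds plus 20 nM camptothecin for at least 48 h at 37 C; viability read as ATP content by CellTiter-Glo luminescence.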
# * = called active by the depositor; u = inconclusive; x = no result given; & = joins results of further samples. Calls follow the shape of the dose curve; as a rule, active = well fitted curve in the direction sought with a large enough effect; inconclusive = small, poorly fitted or top-dose-only effect, or another doubt; inactive = no such curve, though single readings can be large; an effect the other way counts as inactive or inconclusive. % is scaled to controls: 0 for no effect and ±100 for the full control effect; potency is read from the fitted curve at half-maximal effect.
item | canonical_smiles | GCN5L2 inh | FEN1 inhibitor | DT40 TDP1 CPT
1 | Cc1cccc(N2CCN(C(=O)c3ccc4nc(-c5ccco5)c(-c5ccco5)nc4c3)CC2C)c1 (stereo unspecified) | -19% | 9% | 18µM*
2 | CC(=O)Nc1ccc(CN2CCCC(C(=O)c3ccc(C(F)(F)F)cc3)C2)cc1 (stereo unspecified) | -2% | 7% | 1%
3 | Cc1ccc(Cn2nnc3sc4c(c3c2=O)CCC(C)C4)cc1 (stereo unspecified) | -2% | -9% | -28%
4 | CCOC(=O)C1CCN(Cc2nnc(-c3cccc(Br)c3)o2)CC1 | 2% | 5% | -16%
5 | Cc1cc(Cl)c(OCCOCCN2CCCC(C)C2)c(Br)c1 (stereo unspecified) | -4% | 1% | 29µM*
6 | COc1ccccc1-c1cnnc(N/N=C/c2ccc(-c3cccc(Br)c3)o2)n1 | -3% | -5% | 15µM*
7 | COc1ccc([C@H]2CC(=O)C=C(c3ccc(Oc4ccccc4)cc3)C2)cc1OC | -10% | -4% | 10µM*
8 | Cc1ccc(Nc2ncc(C(=O)NCCCN3CCN(C)CC3)c3ccccc23)cc1Cl | 0% | -5% | u
9 | Cn1c(COc2ccccc2)nnc1SCC(=O)NCc1ccccc1 | -1% | 7% | -1%
10 | O=c1cc(-c2ccccc2)nc(SCc2nc(-c3ccc(Cl)cc3)no2)[nH]1 | -12% | 18% | -11%
11 | CCOc1ccccc1Nc1nnc(SCC(=O)N(C)C2CCS(=O)(=O)C2)s1 (stereo unspecified) | 2% | -4% | -21%
12 | Fc1ccc2nc(Nc3nc4c(s3)CCCC4)sc2c1 | 0% | -14% | u

# Additional structures:
item | canonical_smiles | GCN5L2 inh | FEN1 inhibitor | DT40 TDP1 CPT
13 | Cc1cccc(NS(=O)(=O)c2cc3c4c(c2)CC(=O)N4CCC3)c1C | -3% | 12% | u
14 | CC(C)(C)OC(=O)C[C@@H]1C/C=C\C[C@H](CC(=O)N(CCO)Cc2ccccc2)C(=O)N[C@H](Cc2ccccc2)COC1=O | -5% | 12% | u
15 | CS(=O)(=O)N(Cc1ccc(C(=O)NC2CCCC2)cc1)c1ccccc1 | -5% | 16% | -14%
16 | Cc1ccc(-c2nn(-c3ccccc3)cc2C(=O)Nc2ccc(C(=O)O)cc2)cc1 | -6% | -4% | -22%
17 | COc1ccc(O)c(/C=N/NS(=O)(=O)c2ccc(C)cc2)c1 | -3% | -7% | 29%
18 | COc1ccc(-c2[nH]ncc2-c2nc(C)cs2)c(O)c1 | -9% | -13% | -4%
19 | COc1ccc(CCNC(=O)COc2ccc([N+](=O)[O-])cc2)cc1 | 2% | -1% | u
20 | Cc1ccc(Cn2c(=O)n(-c3ccccc3)c(=O)c3ccc(C(=O)NCc4ccco4)cc32)cc1 | 1%&4% | -5%&-2% | 12µM*
21 | CCOC(=O)c1c(NC(=O)c2cc3n(n2)C(C(F)(F)F)CC(c2ccccc2)N3)sc(C)c1C (stereo unspecified) | -22% | -1% | u
22 | C[C@H](CO)N1C[C@H](C)[C@@H](CN(C)Cc2ccc(-c3ccccc3)cc2)Oc2ccc(NC(=O)Cn3cnnn3)cc2C1=O | -5% | -4% | u
23 | O=C(OCC(=O)N1CCC(Cc2ccccc2)CC1)c1cncc(Br)c1 | -4% | 13% | -30%
24 | C#Cc1ccc([C@@H]2C=C(C(=O)OCC=C)O[C@H](OCCCCO)C2)cc1 | -8% | u | -11%

# Excerpt: entries 6 to 23
item | canonical_smiles | GCN5L2 inh | FEN1 inhibitor | DT40 TDP1 CPT
6 | COc1ccccc1-c1cnnc(N/N=C/c2ccc(-c3cccc(Br)c3)o2)n1 | -3% | -5% | 15µM*
7 | COc1ccc([C@H]2CC(=O)C=C(c3ccc(Oc4ccccc4)cc3)C2)cc1OC | -10% | -4% | 10µM*
8 | Cc1ccc(Nc2ncc(C(=O)NCCCN3CCN(C)CC3)c3ccccc23)cc1Cl | 0% | -5% | u
9 | Cn1c(COc2ccccc2)nnc1SCC(=O)NCc1ccccc1 | -1% | 7% | -1%
10 | O=c1cc(-c2ccccc2)nc(SCc2nc(-c3ccc(Cl)cc3)no2)[nH]1 | -12% | 18% | -11%
11 | CCOc1ccccc1Nc1nnc(SCC(=O)N(C)C2CCS(=O)(=O)C2)s1 (stereo unspecified) | 2% | -4% | -21%
12 | Fc1ccc2nc(Nc3nc4c(s3)CCCC4)sc2c1 | 0% | -14% | u
13 | Cc1cccc(NS(=O)(=O)c2cc3c4c(c2)CC(=O)N4CCC3)c1C | -3% | 12% | u
14 | CC(C)(C)OC(=O)C[C@@H]1C/C=C\C[C@H](CC(=O)N(CCO)Cc2ccccc2)C(=O)N[C@H](Cc2ccccc2)COC1=O | -5% | 12% | u
15 | CS(=O)(=O)N(Cc1ccc(C(=O)NC2CCCC2)cc1)c1ccccc1 | -5% | 16% | -14%
16 | Cc1ccc(-c2nn(-c3ccccc3)cc2C(=O)Nc2ccc(C(=O)O)cc2)cc1 | -6% | -4% | -22%
17 | COc1ccc(O)c(/C=N/NS(=O)(=O)c2ccc(C)cc2)c1 | -3% | -7% | 29%
18 | COc1ccc(-c2[nH]ncc2-c2nc(C)cs2)c(O)c1 | -9% | -13% | -4%
19 | COc1ccc(CCNC(=O)COc2ccc([N+](=O)[O-])cc2)cc1 | 2% | -1% | u
20 | Cc1ccc(Cn2c(=O)n(-c3ccccc3)c(=O)c3ccc(C(=O)NCc4ccco4)cc32)cc1 | 1%&4% | -5%&-2% | 12µM*
21 | CCOC(=O)c1c(NC(=O)c2cc3n(n2)C(C(F)(F)F)CC(c2ccccc2)N3)sc(C)c1C (stereo unspecified) | -22% | -1% | u
22 | C[C@H](CO)N1C[C@H](C)[C@@H](CN(C)Cc2ccc(-c3ccccc3)cc2)Oc2ccc(NC(=O)Cn3cnnn3)cc2C1=O | -5% | -4% | u
23 | O=C(OCC(=O)N1CCC(Cc2ccccc2)CC1)c1cncc(Br)c1 | -4% | 13% | -30%

# (continued)
item | canonical_smiles | GCN5L2 inh | FEN1 inhibitor | DT40 TDP1 CPT
25 | COc1ccc(-c2nc3cnc(N(C)C)nc3n(Cc3ccc(F)cc3)c2=O)cc1 | 1% | x | -8%
26 | O=C(NC1CC(=O)N(c2ccccc2)C1)C1CCCCC1 (stereo unspecified) | -3% | 18% | -3%
27 | COc1ccc(C(=O)NCC(c2cccs2)N2CCc3ccccc32)c(OC)c1 (stereo unspecified) | -6% | -2% | u
28 | C=CCn1cc(/C=C2\SC(N3CCOCC3)=NC2=O)c2ccccc21 | u | -11% | u
29 | O=C(O)Cc1ccc(NC(=O)Nc2cccc3ccccc23)cc1 | -24% | -11% | 4%
30 | O=C(CNC(=O)c1ccccc1Br)N/N=C/c1ccc(O)cc1 | -5% | -10% | -4%
31 | O=C(CCCCCN1C(=O)CCC1=O)Nc1ccc(Br)cc1F | -1% | -2% | -14%
32 | COc1ccc(NC(=O)C#Cc2ccccc2)cc1OC | 0% | 5% | 6.5µM*
33 | CCC(CC)c1nn2c(=O)cc(COc3ccc(NC(=O)c4ccc(Cl)cc4)cc3)nc2s1 | -4% | -4% | 0%
34 | CCc1ccc(CNc2ccc3c(c2)ncn3C)cc1 | -6% | -4% | u
35 | CCOC(=O)c1ccc(NC(=O)CSC2=NN3CCCC(=O)N=C3S2)cc1 | -6% | -2% | 21µM*
36 | Cc1ccc(NC(=O)c2cc(=O)c3ccccc3o2)cc1S(=O)(=O)N1CCOCC1 | -5% | -3% | 18µM*

# Among those listed so far, these have a furan ring, fused or not.
item | canonical_smiles | GCN5L2 inh | FEN1 inhibitor | DT40 TDP1 CPT
1 | Cc1cccc(N2CCN(C(=O)c3ccc4nc(-c5ccco5)c(-c5ccco5)nc4c3)CC2C)c1 (stereo unspecified) | -19% | 9% | 18µM*
6 | COc1ccccc1-c1cnnc(N/N=C/c2ccc(-c3cccc(Br)c3)o2)n1 | -3% | -5% | 15µM*
20 | Cc1ccc(Cn2c(=O)n(-c3ccccc3)c(=O)c3ccc(C(=O)NCc4ccco4)cc32)cc1 | 1%&4% | -5%&-2% | 12µM*

# Additional structures follow.
item | canonical_smiles | GCN5L2 inh | FEN1 inhibitor | DT40 TDP1 CPT
37 | CCOC(=O)N1CCC(NC(=O)CSCc2nc(-c3ccccc3Cl)oc2C)CC1 | 2% | -3% | u
38 | Cc1ccc(-c2nnc(Nc3ccc(C(=O)N(C)C)cc3)c3ccccc23)cc1S(=O)(=O)NCC1CCCO1 (stereo unspecified) | -6% | 1% | 15µM*
39 | CCCc1cc(=O)[nH]c(SCC(=O)NCCN2C(=O)CSC2=O)n1 | 0% | -1% | 1%
40 | Cn1ncc(Br)c1C(=O)Nc1ccc(Cl)cn1 | -6% | -3% | -4%
41 | Cc1ccc(CS(=O)Cc2ccc(C(=O)NCc3ccc(OC(C)C)cc3)o2)cc1 (stereo unspecified) | 0% | 1% | -23%
42 | COC(=O)c1ccc(-c2noc(CN(Cc3nccn3C)C(C)C)n2)cc1 | 0% | -3% | 13µM*
43 | COc1ccc(C(=O)NCC(c2cccnc2)N2CCc3ccccc32)cc1OC (stereo unspecified) | -1% | 2% | 15µM*
44 | CCOc1ccc2[nH]c3c(NCCOC)ncnc3c2c1 | 0% | u | u
45 | COc1ccc(/C=N/NC(=O)c2ccc3ccccc3c2)cc1OS(=O)(=O)c1ccc(NC(C)=O)cc1 | -12% | 0% | 4.6µM*
46 | FC(F)(F)c1nnc2ccc(N3CCN(c4ccccc4)CC3)nn12 | -5% | -2% | -1%
47 | Cc1noc(C)c1CN1C(=O)NC2(CCCCCCC2)C1=O | 0% | 9% | -19%
48 | Cn1nc(C(=O)Nc2ccc(S(=O)(=O)Nc3ncccn3)cc2)ccc1=O | -15% | 4% | 5%

# The list goes on:
item | canonical_smiles | GCN5L2 inh | FEN1 inhibitor | DT40 TDP1 CPT
49 | CCN(CC)CCCNC(=S)N(Cc1cccnc1)Cc1cc2cccc(C)c2[nH]c1=O | 4% | -2% | 2%
50 | COc1ccccc1CNS(=O)(=O)c1cc(C)ccc1OC | -1% | 5% | -5%
51 | O=C(NCCN1C(=O)CSC1=O)c1ccccc1 | 2% | -1% | 0%
52 | COc1cccc(C(=O)Nc2ccccc2C(=O)OCc2cc(=O)n3nc(C)sc3n2)c1 | -4% | -1% | -11%
53 | Cc1ccc(-n2nnnc2SCC(=O)N2CCc3ccccc3C2)c(C)c1 | -6% | -14% | -21%
54 | O=C(O)COc1ccc(-c2nnn(CC(=O)O)n2)cc1 | x | -15% | 2%
55 | CCCNc1cc(=O)n(C)c(=O)n1C | -4% | -13% | -2%
56 | CCCn1c(=N)c(C(=O)NCc2ccco2)cc2c(=O)n3cc(C)ccc3nc21 | 2% | 3% | -9%
57 | C/C(CC(=O)NC1CCCC1)=N\NC(=O)Cc1cccs1 | 1% | -6% | -10%
58 | Cc1noc(/C=C/c2ccccc2F)c1S(=O)(=O)N1CCC(C(=O)NCC(C)c2ccccc2)CC1 (stereo unspecified) | 2% | 18% | -12%
59 | CCNc1nc(NCC)n2c(SCC(=O)Nc3ccc(F)cc3[N+](=O)[O-])nnc2n1 | -4% | -12% | -1%
60 | Cc1cccc(-c2nn(-c3ccccc3)cc2CNCCO)c1 | x | -30% | u

# Remaining list, next part:
item | canonical_smiles | GCN5L2 inh | FEN1 inhibitor | DT40 TDP1 CPT
61 | O=C(NCc1ccccc1F)C(=O)NCC(c1ccco1)S(=O)(=O)c1cccs1 (stereo unspecified) | -6% | -6% | u
62 | CCS(=O)(=O)N1CCc2nc(-c3ccccc3)sc2C1 | 0% | -1% | 1%
63 | Cc1cccc(Cc2nnc(CCC(=O)N3CCCC(CN4CCOCC4)C3)o2)c1 (stereo unspecified) | -9% | 15% | 7%
64 | COc1ccc(C(C(=O)NC2CCCCC2)N(C(=O)Cc2c[nH]c3ccccc23)c2ccccc2)cc1OC (stereo unspecified) | -6% | 12% | u
65 | CCC(=O)N1CCN(c2ccc(NC(=O)c3ccc(Br)o3)cc2)CC1 | -1% | 17% | -8%
66 | CCC(C)NCC(=O)Nc1cc(S(=O)(=O)N(CC)c2ccccc2)ccc1Cl (stereo unspecified) | -5% | -8% | 21µM*
67 | CCn1c(SCC(=O)Nc2cc(C)nn2-c2ccccc2)nnc1-c1cccs1 | 1% | 8% | 6%
68 | Cc1ccc2[nH]c(CCN(C)C)c(CC#N)c2c1 | -1% | -3% | u
69 | Cc1ccc2c(c1)nnn2C1CCN(CC(=O)c2ccc(Cl)cc2)CC1 | 0% | -10% | -23%
70 | O=C1c2oc3ccccc3c(=O)c2C(c2cccc(O)c2)N1c1nncs1 (stereo unspecified) | 1% | -13% | -12%
71 | CCOc1ccc2nc(N(Cc3cccnc3)C(C)=O)sc2c1 | -23% | -10% | 20%
72 | Cc1onc(-c2ccccc2Cl)c1C(=O)Nc1ccc(Br)cc1 | -6% | -25% | -24%
73 | O=c1oc(-c2cccs2)nc2c1cnn2-c1ccccc1 | u | 1% | u
74 | CCN(CC)S(=O)(=O)c1ccc(-c2nnc(SCC(N)=O)n2CC)cc1 | 15% | 3% | 2%

# These rows are one share of the data (hit frequency here may not be typical).
